RGS4 inh – inhibitors of human regulator of G protein signaling 4 | P49798 | Transcreener GDP fluorescence polarization, RGS4-accelerated GTP hydrolysis | Potency, µM (titrated, usually from 114 µM), inactives show at the top dose activity change, negative = inhibition, most hits filed as inhibitors | 0.039% of 390,000 active | AID 504845; note: % is set by controls: 0 for no effect and ±100 for the full control effect; nearly all actives have a fitted effect of over 75% in size; some results filed as inactive show a strong effect at the top dose
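MLSMR compounds (23 nl, pin-transferred) preincubated 10 min at room temperature with a 500nM (2x) first reagent, then RGS4 at 900nM (2x) plus Transcreener GDP mix added; fluorescence polarization (620/688 nm) read before and after 90 min at 30 °C.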
HP1b chromo inh – blocks HP1-beta chromodomain binding to methylated histone tails. P83916. AlphaScreen HP1-beta / biotin-H3K9me3 peptide binding. Potency, µM (titrated, usually from 114 µM), inactives show at the highest dose activity change, negative = inhibition, actives largely listed as inhibitors. 0.56% of 390,000 active; note: nearly all actives have a fitted effect of over 70% in size; inactives centre near 23
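HP1-beta protein (50 nM final) preincubated 30 min at room temperature with biotinylated H3(1-18)K9me3 peptide (50 nM) in PBS pH 7.4, 0.01% Tween-20, then compound added for 30 min. AlphaScreen streptavidin donor/nickel chelate acceptor beads (10 ug/mL final), 30 min dark, luminescence read.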
Tb PGK inh – inhibitors of T. brucei phosphoglycerate kinase | Potency, µM (highest dose often 57.5 µM), for the others: at the highest dose activity change, negative = inhibition, usual class: inhibitors | PGK/GAPDH coupled, Kinase-Glo luminescence, 60 min | 0.043% of 380,000 active | P07378; note: % is set by controls: 0 for no effect and ±100 for the full control effect; nearly all actives have a fitted effect of over 60% in size
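Luminescent ATP detection (Kinase-Glo Plus) follows a 60-minute room-temperature incubation, with wells lacking PGK as controls. Buffer: 100 mM TEA (pH 7.6), 5 mM MgCl2, 0.01% Tween-20. Coupling enzyme GAPDH (100 nM final) supplies unstable 1,3-BPG in-well.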
JMJD2A Tudor – blocks the human JMJD2A Tudor domain | Potency, µM (top dose mostly 114 µM), for inactives: at the top dose activity change, negative = inhibition, hits mostly inhibitors | AID 504339 | O75164 | AlphaScreen JMJD2A-Tudor / H3K4me3 peptide binding | 4.4% of 390,000 active; note: % is set by controls: 0 for no effect and ±100 for the full control effect; nearly all actives have a fitted effect of over 50% in size
Pin1 inh – inhibitors of human Pin1; Potency, µM (doses to about 115 µM), inactives show at the top dose activity, negative = inhibition, hits mostly inhibitors; Pin1 FP peptide displacement, HiFluor488, 10 min; 0.009% of 390,000 active; Q13526; active = well fitted inhibition curve with a large enough effect in the polarisation, with a control signal flat, not every such curve was filed as active; inconclusive = small, poorly fitted or top-dose-only effect, or effect the other way, or a change in a side signal; inactive = no such curve, though single readings can be large or run the other way; the % refers to the polarisation; note: % is set by controls: 0 for no effect and ±100 for the full control effect
ERG-DNA inh – blocks human ERG Ets domain binding to DNA | P11308 | fluorescence polarization, His-ERG Ets domain / labelled DNA | Potency, µM (top dose mostly 76.9 µM), for inactives: top-dose FP activity, negative = inhibition, usual class: inhibitors | 0.028% of 370,000 active; active = well fitted inhibition curve with a large enough effect in the polarisation, with a control signal flat; inconclusive = small, poorly fitted or top-dose-only effect, or effect the other way, or a change in a side signal; inactive = no such curve, though single readings can be large or run the other way; the % refers to the polarisation;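 note: polarization taken with two DNA probes labelled with fluorescein and Texas red; % of control where 0% means no effect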
Target sequence (P11308 whole entry, looked up, the tested form may be a part): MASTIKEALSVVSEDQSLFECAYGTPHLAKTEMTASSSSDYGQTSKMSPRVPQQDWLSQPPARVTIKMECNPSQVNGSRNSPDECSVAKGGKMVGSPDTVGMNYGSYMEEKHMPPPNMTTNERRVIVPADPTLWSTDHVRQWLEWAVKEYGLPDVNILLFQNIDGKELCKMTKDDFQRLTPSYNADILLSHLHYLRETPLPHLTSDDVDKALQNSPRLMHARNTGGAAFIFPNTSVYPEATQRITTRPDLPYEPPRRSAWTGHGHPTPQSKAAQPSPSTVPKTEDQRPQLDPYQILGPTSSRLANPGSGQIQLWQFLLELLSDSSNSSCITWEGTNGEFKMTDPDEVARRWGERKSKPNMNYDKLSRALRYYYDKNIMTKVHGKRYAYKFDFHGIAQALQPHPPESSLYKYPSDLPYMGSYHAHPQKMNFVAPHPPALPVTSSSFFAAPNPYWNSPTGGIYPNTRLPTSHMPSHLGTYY
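His-tagged ERG Ets domain (1 uM in the protein solution; 300mM KCl, 50mM Tris-HCl, 1mM EDTA, 1mM DTT, pH 7.5) received compound, then a probe mix of 5 nM fluorescein-DNA and 100nM Texas-615-DNA. Fluorescence polarization was read for both dyes.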
GLS inhibitor – blocks human kidney-isoform glutaminase activity; 0.21% of 410,000 active; Potency, µM (doses to about 45.5 µM), for the others: top-dose activity change, negative = inhibition, actives largely listed as inhibitors; GLS enzymatic activity, qHTS titration; AID 624170; O94925; note: % is set by controls: 0 for no effect and ±100 for the full control effect
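Enzyme dispensed in phosphate buffer (45 mM, pH 8.2, 0.02% Tween-20), compounds pinned in, then 1 mM L-glutamine solution and the glutamate oxidase–HRP–Amplex Red mix added; fluorescence read immediately and again after 30 min at room temperature.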
12-LOX inh – blocks human arachidonate 12S-lipoxygenase. 1.1% of 580,000 active. purified 12hLO, xylenol orange hydroperoxide absorbance. Potency, µM (titrated, usually from 108 µM), without a hit: at the highest dose activity change, negative = inhibition, hits mostly inhibitors. P18054; note: % is set by controls: 0 for no effect and ±100 for the full control effect
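Hydroperoxide product was detected by ferrous iron/xylenol orange as the 573 to 405 nm absorbance ratio. Arachidonic acid at 40 uM (final) was turned over for 30 min at room temperature by 150 nM human 12hLO, pH 7.0 Hepes buffer, after 15 min compound preincubation.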
rTrxR1 inhibitor – inhibitors of rat thioredoxin reductase 1; 1% of 390,000 active; recombinant rTrxR1, NADPH fluorescence consumption, selenite substrate; O89049; Potency, µM (highest dose often 114 µM), for inactives: at the highest dose activity change, negative = inhibition, most hits filed as inhibitors; note: % is set by controls: 0 for no effect and ±100 for the full control effect; nearly all actives have a fitted effect of over 65% in size
Target sequence (O89049 whole entry, looked up): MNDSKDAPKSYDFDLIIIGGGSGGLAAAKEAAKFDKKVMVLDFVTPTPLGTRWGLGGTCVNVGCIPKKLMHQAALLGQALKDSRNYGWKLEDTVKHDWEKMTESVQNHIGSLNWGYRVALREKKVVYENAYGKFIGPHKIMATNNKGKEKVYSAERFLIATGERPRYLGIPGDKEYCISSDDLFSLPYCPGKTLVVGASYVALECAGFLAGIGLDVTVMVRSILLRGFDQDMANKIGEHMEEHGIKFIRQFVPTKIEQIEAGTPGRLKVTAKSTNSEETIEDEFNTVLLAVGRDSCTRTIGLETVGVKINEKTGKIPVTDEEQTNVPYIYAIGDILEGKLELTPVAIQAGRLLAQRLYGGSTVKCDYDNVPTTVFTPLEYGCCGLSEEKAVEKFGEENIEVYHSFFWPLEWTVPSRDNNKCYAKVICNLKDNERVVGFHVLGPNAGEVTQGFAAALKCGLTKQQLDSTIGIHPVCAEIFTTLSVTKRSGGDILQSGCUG
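Rat TrxR1 (90 nM in the dispensed reagent) was pre-reduced with 400 uM NADPH for 5 min at room temperature, then incubated with compound for 15 min. After 400 uM selenite was added, NADPH fluorescence (Ex 340/Em 450 nm) was followed for 8 min.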
* = called active by the depositor; i = inactive; ? = inconclusive; nt = not tested or not shown; & = joins results of further samples; [ ] = dose if it differs, or a comment. Unless noted, calls come from the whole dose curve; as a rule, active = well fitted curve in the direction sought with a large enough effect; inconclusive = small, poorly fitted or top-dose-only effect, or another doubt; inactive = no such curve, though single readings can be large; an effect the other way counts as inactive or inconclusive. Potency is the fitted concentration of half-maximal effect.

12-LOX inh | RGS4 inh | ERG-DNA inh | JMJD2A Tudor | rTrxR1 inhibitor | Tb PGK inh | Pin1 inh | HP1b chromo inh | GLS inhibitor | SMILES
26%&-2% | 4%&8% | -1%&0% | -30%&-30% | -2% | 2%&-14% | ? | 6%&12% | 11%&1% | COc1cccc(C(=O)Nc2ccc3c(c2)CCCN3C(=O)c2cccs2)c1OC
? | -23% | 0% | -13% | ? | -3% | 1% | -8% | 7% | Cc1ccc(NC(=S)NNC(=O)C2CC2c2ccc(C)cc2)cc1 (centres undefined)
-26% | 25% | -2% | ? | 11%[57.1 µM] | 8% | 4% | -25%[57 µM] | 10% | O=C(NCC(c1ccc2c(c1)OCO2)N1CCN(c2ccc(F)cc2)CC1)c1cccc([N+](=O)[O-])c1 (centres undefined)
3% | -19% | 0% | -6% | 26% | i | -6% | 53%[activator] | 1% | O=C(NCc1ccccn1)C(=O)NCc1ccccn1
? | 21% | -1% | -14% | -16%[57.1 µM] | 4% | 9% | 41% | 2% | CCn1c(COc2ccccc2)nnc1SCC(=O)C(C)(C)C
-2% | -13% | 12% | -1% | 9% | -6% | -6% | 59%[activator] | 1% | O=C(NCc1nnc(SCC(=O)N2CCCCC2)o1)c1c(F)cccc1Cl
-10% | -23% | 14% | -15% | 5%[57.1 µM] | 0% | 0% | -14% | -9% | COc1ccc(CNC(=O)C(c2ccc(C)o2)N(C(=O)c2snc(C(N)=O)c2N)c2ccccc2OC)cc1 (centres undefined)
0% | 15% | -6% | -14% | 12% | 0% | -5% | 4% | 12% | O=C(Nc1ccccc1F)NC1CCN(Cc2nnnn2Cc2ccc(F)cc2)CC1
-5% | 4% | 4% | -8%[11.4 µM] | 8%[57.1 µM] | 8% | 2% | 44%[activator] | 13% | Cc1cccc(NC(=O)NCCc2ccc(Cl)cc2)c1
-8% | 4% | 7% | -20% | 18% | i | -11% | 23% | -7% | O=[N+]([O-])c1cc(-c2nc(-c3ccccc3)no2)ccc1NC1CCCC1
-9% | -15% | -8% | -8% | 12% | -3% | -21% | 18% | 16% | Nc1cc2c(cc1Br)-c1ccc(F)cc1C2O (centres undefined)
4% | -14% | 3% | -9% | 10%[57.1 µM] | -3% | 0% | -1% | 12% | CCCCC(=O)NS(=O)(=O)c1ccc(NS(C)(=O)=O)cc1
0% | 22% | -7% | -17% | 8% | -2% | 29% | 10% | 8% | CCN(C(=O)[C@@H]1CCCN1C(=O)c1cccs1)c1nc2cc(Cl)ccc2s1
? | 4% | 0% | -24% | -15% | i | -1% | -9% | 2% | S=C(NCc1ccco1)Nc1ccc(Oc2ccc(Cl)cc2)cc1
? | -37% | -14% | ? | 9%[57.1 µM] | i | -9% | 20% | -7% | CC1CCN(CCOc2ccc(C(=O)c3ccccc3)cc2)CC1
-26% | 5% | 3% | -29% | 15%[57.1 µM] | i | -4% | 24% | 0% | CN(c1ncnc2c1c(-c1ccccc1)cn2-c1cccc(Cl)c1)C1CCCCC1
? | ? | 11% | ? | ? | ? | nt | ? | -5% | O=C(Nc1cccc(S(=O)(=O)NC2=NCCC2)c1)c1cc(-c2ccco2)nc2ccccc12
12% | -16% | 11% | -10% | -11% | -7% | -8% | 17% | 6% | CC(C)CCN(C(=O)CNC(=O)c1ccco1)C(C(=O)NC1CCCCC1)c1ccco1 (centres undefined)
-15% | 37% | 4% | -14% | -6% | -9% | -12% | 24% | 15% | COc1cc(NS(=O)(=O)c2ccc(NC(=O)COc3ccc(C)cc3C)cc2)nc(OC)n1
-7% | 0% | 8% | -19% | 12% | -10% | -14% | 18% | 4% | COc1ccc(NC(=O)CCn2cccc2)cc1
32µM* | ? | 3% | 7.9µM* | 44%[activator] | -2% | -6% | ? | 1% | CCOC(=O)COc1ccc(C2NC(C(=O)O)CS2)cc1 (centres undefined)
20% | 0% | -2% | -26% | 4%[57.1 µM] | 6% | 2% | -1% | -8% | COc1ccc(COc2cc(-c3cccc(OC)c3)nc3ccc(NC(=O)C(C)C)cc23)cc1
40µM* | ? | -3% | -30% | ? | -2% | 6% | 13%[57 µM] | -22% | Cc1ccc(C(C[N+](=O)[O-])c2c(-c3ccccc3O)[nH][nH]c2=O)cc1 (centres undefined)
12% | 10% | 8% | 0% | 19% | -5% | -8% | 47%[activator] | -1% | Cc1ccc(NC(=O)c2ncn(CC(=O)NCc3ccccc3)n2)cc1C
-13% | -19% | -1% | ? | 8% | i | -6% | -17% | -2% | Cc1cccc(N2CCN(C(=O)c3cn(C)c(=O)c4c3c3ccccc3n4C)CC2)c1C
-13% | 13% | 2% | -16% | 37% | i | 1% | 19% | 16% | CCOC(=O)C(C)Oc1cccc2c(=O)n(CC(=O)NCc3ccc4c(c3)OCO4)ccc12 (centres undefined)
-11%[57.4 µM] | -17% | nt | -10% | 9% | -12% | 1% | 19% | 7% | CCc1nc(-c2ccccc2)cc(=O)[nH]1
-14% | 2% | -4% | -24% | -17% | i | 12% | 16% | 3% | CN(C)S(=O)(=O)c1ccc(Cl)c(NC(=O)COC(=O)CCSc2ccccc2)c1
0% | 6% | 1% | -8% | -17% | 1% | -1% | 20% | 10% | O=C(NCc1ccccc1)C1=C[C@@H](C2CC2)C[C@@H](OCCCCO)O1
8% | 10% | -3% | -4% | 31% | 0% | 17% | 38% | 6% | Cc1nc2ccc(NS(=O)(=O)c3ccc(F)c(F)c3F)cc2s1
-4% | 7% | nt | -10% | 19% | -1%[11.5 µM] | 7% | 12% | 11% | COc1ccc(CN(C2CCCC2)S(=O)(=O)c2ccc(-n3cnnn3)c(OC)c2)cc1OC
-12% | 8% | 1% | -3% | 0% | 4% | 2% | 28% | 16% | O=C(CSc1ccc(-c2ccc(Br)cc2)nn1)NC1CCCC1
-8% | 5% | 16% | 9% | 20% | 4% | -1% | 55%[activator] | 2% | COC(=O)c1ccc(COC(=O)c2ccc(C)c(S(=O)(=O)N3CCCCC3)c2)cc1
? | -1% | -8% | -28% | -26% | -3% | -3% | 1% | -6% | Cc1ccc2[nH]c(=O)c(C(c3nnnn3C(C)(C)C)N3CCN(C(=O)c4ccco4)CC3)cc2c1 (centres undefined)
-12% | 12%[56.9 µM] | -17% | -23% | 18% | -6% | 4% | 31% | 17% | Cc1cc2cc(CNC(=O)Cc3ccc([N+](=O)[O-])cc3)ccc2[nH]1
? | -11% | 2% | -13% | -3% | -1% | 10% | 16%[57 µM] | 1% | CC(=O)c1ccc(NC(=O)CSc2nc3[nH]c(=O)cc(O)c3s2)cc1
14% | 13% | -6% | 1% | 23% | 2% | 0% | 36% | -1% | CC(O)CNC(=O)Cc1cc(=O)[nH]c(=O)[nH]1 (centres undefined)
nt | ? | -8% | ? | 17% | ? | ? | -1% | 20% | CN(C)c1ccc(N/C=C/C(=O)c2ccc(F)cc2)cc1
0% | 38% | 0% | 10% | 18% | 4% | -1% | 44%[activator] | 4% | O=C(NCC(=O)N(c1ccc2c(c1)OCO2)C(C(=O)NC1CCCC1)c1cccs1)c1ccco1 (centres undefined)
10% | 1% | nt | -34% | -9% | -9% | -4% | -13% | 14% | O=[N+]([O-])c1ccc(O)c(/C=N\N=C2c3ccccc3-c3ccccc32)c1
? | -4% | 1% | -8% | 15% | -1% | -2% | 34% | 1% | CCOc1ccccc1C(=O)NCCC(=O)O
-2% | 1% | -17% | -8% | -11% | -2% | 0% | 7% | 8% | Cc1ccc([N+](=O)[O-])cc1S(=O)(=O)N1CCCC1
13% | 22% | 6% | -10% | -20% | -1% | -5% | 20% | 1% | CN1CCN(C(=O)COCc2cc(-c3ccc4c(c3)OCO4)on2)CC1
-6% | -7% | 2% | -19% | 29% | -8% | -1% | 37% | -3% | CCOc1ccc(N(CC(=O)N2CC=C(c3ccccc3)CC2)S(=O)(=O)c2c(C)noc2C)cc1
12% | 37% | -4% | 31% | -12% | 0% | 0% | 40%[activator] | nt | CN(C)c1nc(SCC#N)nc(N(C)C)n1
0% | -25% | 4% | -7% | 31% | 5% | -2% | 25% | 1% | COc1ccc(NC(=O)CN(c2ccccc2OC)S(C)(=O)=O)c(OC)c1
7% | 2% | -6% | -8% | -6% | 4% | 3% | 19% | 25% | O=C(NNC(=S)NC1CCCCC1)c1cccs1
-21% | -9% | 0% | -15% | 0% | -6% | 1% | 27% | -3% | N#Cc1ccc(CN2CCN(C(=O)c3cn(Cc4ccccc4)nc3-c3cccnc3)CC2)cc1
9% | 15% | -8% | -11% | -11% | i | -3% | 19% | 1% | CC(NC(=O)c1ccc2c(c1)C(=O)N(Cc1cccnc1)C2=O)c1ccccc1 (centres undefined)
146%[activator] | 15% | -5% | 8% | 14%[57.1 µM] | -3% | 0% | 23% | 5% | CCc1c(C)n([O-])c2c([n+]1=O)CCCCC2
0% | -2% | ? | -12% | 44%[activator] | -13% | -9% | 4% | -10% | CSCC(=O)NC1CCCc2c1cnn2-c1ccc(C)c(C)c1 (centres undefined)
-12% | 9% | 4% | -21% | 5%[57.1 µM] | i | -1% | 24% | 10% | CCOC(=O)c1c[nH][nH]c1=O
6% | -19% | 19% | -14% | 9% | -2% | 0% | 32% | 4% | COc1ccccc1C(=O)C1CCCN(C(=O)CCC(=O)c2ccccc2)C1 (centres undefined)

A few values from the list.
`O=C(Nc1ccccc1F)NC1CCN(Cc2nnnn2Cc2ccc(F)cc2)CC1` in 12-LOX inh = 0%
`CN(C)S(=O)(=O)c1ccc(Cl)c(NC(=O)COC(=O)CCSc2ccccc2)c1` in HP1b chromo inh = 16%

Screens deposited in PubChem by National Center for Advancing Translational Sciences (NCATS).

An excerpt; rates above refer to the full screens.
